N370S GC – N370S glucocerebrosidase modulation, Gaucher chaperone candidate; P04062; N370S GC spleen homogenate, 4MU-glucoside fluorescence; Potency, µM (doses to about 59.4 µM), without a hit: at the top dose activity change, negative = inhibition, most hits filed as inhibitors; 330,000 compounds, 0.092% hits;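 note: 0% = full enzyme activity and -100% = no enzyme basal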
TDP1 cell CPT – DT40-hTDP1 cell growth loss with CPT; chicken DT40 Tdp1-/-;hTDP1 cells + 20 nM CPT, ATP luminescence, 48 h; Potency, µM (top dose mostly 46.2 µM), for inactives: at the top dose activity change, negative = growth inhibition, usual class: inhibitors; 420,000 compounds, 12% hits; note: nearly all actives have a fitted effect of over 55% in size
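Cell growth measured by CellTiter-Glo luminescence after a minimum 48 h, 37 C compound exposure with 20 nM CPT in Tdp1-knockout DT40 cells stably expressing hTDP1, seeded 400/well; qHTS titration format.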
FEN1 inh – blocks human flap endonuclease 1; P39748; Recombinant FEN1 flap cleavage, fluorescence, 15 min; AID 588795; Potency, µM (top dose mostly 114 µM), inactives show at the top dose activity change, negative = inhibition, hits mostly inhibitors; 390,000 compounds, 0.35% hits; note: nearly all actives have a fitted effect of over 65% in size
Target sequence (P39748 whole entry, looked up): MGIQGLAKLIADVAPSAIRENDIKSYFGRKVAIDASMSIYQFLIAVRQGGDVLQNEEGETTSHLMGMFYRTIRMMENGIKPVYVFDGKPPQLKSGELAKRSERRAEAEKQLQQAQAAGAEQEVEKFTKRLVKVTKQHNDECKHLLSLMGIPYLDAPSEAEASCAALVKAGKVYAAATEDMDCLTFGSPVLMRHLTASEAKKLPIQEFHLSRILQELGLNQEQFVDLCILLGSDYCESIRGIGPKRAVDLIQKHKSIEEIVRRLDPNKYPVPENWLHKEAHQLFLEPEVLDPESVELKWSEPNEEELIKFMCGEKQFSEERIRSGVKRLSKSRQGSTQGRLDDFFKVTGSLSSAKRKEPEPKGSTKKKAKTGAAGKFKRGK
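Enzyme 10 nM, 15 min RT preincubation with compound; start with substrate 50 nM final; reads at 0 and 15 min; qHTS titration, four-parameter Hill fit.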
An asterisk follows results filed as active; u = inconclusive; x = no result given; & = joins results of further samples. Calls come from the whole dose curve; as a rule, active = well fitted curve in the direction sought with a large enough effect; inconclusive = small, poorly fitted or top-dose-only effect, or another doubt; inactive = no such curve, though single readings can be large; an effect the other way counts as inactive or inconclusive. Unless noted, % is set by controls: 0 for no effect and ±100 for the full control effect; potency is the fitted concentration of half-maximal effect.

The line under a structure holds: N370S GC	TDP1 cell CPT	FEN1 inh
> CC(C(=O)Nc1ccccc1C(F)(F)F)N1CCN(C)CC1 (configuration not stated)
→ 1%	0%	20%
> COC(=O)c1[nH]c2ccccc2c1NS(=O)(=O)c1ccc(OC)cc1OC
→ 7%	-9%	13%
> O=C(O)c1ccc(-n2c(/C=C/c3ccccc3)nc3ccccc3c2=O)cc1
→ -3%	u	3%
> CCN1CCN(CC(=O)Nc2ccc(N(C)C)cc2)CC1
→ -11%	5%	1%
> CCCCCCCN(C(=O)CCl)c1ccccc1C
→ 1%	18µM*	0%
> CCN(CC(=O)N1CCCCCC1)S(=O)(=O)c1ccc(C)cc1
→ -2%	-15%	1%
> CCOC(=O)C(=O)Nc1ncc(Cl)s1
→ 1%	u	-4%
> O=C(Cc1ccc(S(=O)(=O)N2CCOCC2)s1)OCc1ccc(Cl)cc1
→ x	3%	-3%
> O=C(COc1ccc(Br)cc1)Nc1cccc2cccnc12
→ x	u	4%
> CCn1ncc(Br)c1C(=O)Nc1ccccc1C(=O)OC
→ x	-13%	11%
> COc1ccccc1[C@]1(C)ON(c2ccccc2C(F)(F)F)C1=O
→ x	26µM*	-18%
> COc1ccc(Br)c(C(=O)NNC(=O)c2ccc(NS(=O)(=O)c3cccs3)cc2)c1
→ -4%	-12%	-3%
> O=C(COC(=O)c1ccc(F)c(S(=O)(=O)N2CCOCC2)c1)c1ccc(Br)cc1
→ -2%	-5%	-2%
> CS(=O)(=O)c1nc(S(=O)(=O)c2ccc(Cl)cc2)c(N2CCOCC2)s1
→ 8%	u	-5%
> O=C(NCCCO)C12CC3CC(CC(C3)C1)C2
→ x	-10%	-5%
> CCCOc1ccc(-c2c(C(=O)N/N=C(\C)c3cccs3)nnn2-c2nonc2N)cc1
→ -15%	-16%	-8%
> CC(=C/c1ccco1)/C=N/NC(=O)CSc1nnc(SCc2ccc(C)cc2)s1
→ 0%	-2%	-11%
> COc1ccc(OCc2ccc(-c3nc(C#N)c(NCc4ccc(F)cc4)o3)o2)cc1
→ x	u	12%
> CCc1nc2ccccc2c(=O)n1NC(=O)c1c(O)c2ccccc2n(CC)c1=O
→ 7%	u	-7%
> C=CCNC(=S)N1CCN(C2CCCCC2)CC1
→ -6%	-5%	3%
> CC1CCN(CC(=O)Nc2ccccc2C#N)CC1
→ 2%	-21%	2%
> C=CC[C@H](CC(=O)N[C@H](CO)Cc1ccccc1)C(=O)N[C@H](COC(=O)[C@@H](CC=C)CC(=O)OC(C)(C)C)Cc1c[nH]c2ccccc12
→ x	u	11%
> O=C1c2ccccc2C(O)N1c1ccccc1 (configuration not stated)
→ 0%	-12%	0%
> CC(=O)OC[C@H]1O[C@@H](n2ncc(=O)[nH]c2=O)[C@H](OC(C)=O)[C@@H]1OC(C)=O
→ -7%&12%	u	18%
> O=C(NC1CCCCC1)C1CCCN1C(=O)NCc1ccccc1 (configuration not stated)
→ 18%	1%	-2%
> C[C@H](CO)N1C[C@H](C)[C@@H](CN(C)S(=O)(=O)c2ccccc2)Oc2ccc(NC(=O)Nc3ccc4c(c3)OCO4)cc2C1=O
→ x	u	1%
> CCc1ccc(-n2cccc2/C=C2/C(=N)N3C(=NC2=O)SN=C3S(C)(=O)=O)cc1
→ 12%	7%	u
> COc1ccc(OC)c(-c2noc(N3CCN(c4ccc(Cl)cc4)CC3)n2)c1
→ x	u	-18%
> CCN1C(=NCCc2cccnc2)N[C@@H](c2ccccc2)C(C(=O)OC)=C1C
→ -8%&-7%	u	-5%
> COC(=O)CCC(=O)Nc1cc(S(=O)(=O)Nc2ccc(Cl)cc2)ccc1N1CCOCC1
→ 11%	-25%	5%

Taken from above:
Value of CCc1nc2ccccc2c(=O)n1NC(=O)c1c(O)c2ccccc2n(CC)c1=O in N370S GC: 7%
Value of C=CCNC(=S)N1CCN(C2CCCCC2)CC1 in FEN1 inh: 3%
Value of CC(=C/c1ccco1)/C=N/NC(=O)CSc1nnc(SCc2ccc(C)cc2)s1 in N370S GC: 0%
Value of COC(=O)CCC(=O)Nc1cc(S(=O)(=O)Nc2ccc(Cl)cc2)ccc1N1CCOCC1 in FEN1 inh: 5%

Reprinted from the listing for reference:
The line under a structure holds: N370S GC	TDP1 cell CPT	FEN1 inh
> C[C@H](CO)N1C[C@H](C)[C@@H](CN(C)S(=O)(=O)c2ccccc2)Oc2ccc(NC(=O)Nc3ccc4c(c3)OCO4)cc2C1=O
→ x	u	1%
> CCc1ccc(-n2cccc2/C=C2/C(=N)N3C(=NC2=O)SN=C3S(C)(=O)=O)cc1
→ 12%	7%	u
> COc1ccc(OC)c(-c2noc(N3CCN(c4ccc(Cl)cc4)CC3)n2)c1
→ x	u	-18%
> CCN1C(=NCCc2cccnc2)N[C@@H](c2ccccc2)C(C(=O)OC)=C1C
→ -8%&-7%	u	-5%
> COC(=O)CCC(=O)Nc1cc(S(=O)(=O)Nc2ccc(Cl)cc2)ccc1N1CCOCC1
→ 11%	-25%	5%

(further entries)
The line under a structure holds: N370S GC	TDP1 cell CPT	FEN1 inh
> O=C(NC1CCCCCCC1)c1ccccc1-c1ccccc1
→ 15%	u	-5%
> CCN(C[C@H]1N[C@@](Cc2ccccc2)(C(=O)OC)[C@H]2C(=O)N(Cc3ccccc3)C(=O)[C@@H]12)C(=O)COc1ccccc1
→ x	21µM*	-1%
> CC(NS(=O)(=O)c1ccc(OCC(=O)N2CCOCC2)c(Cl)c1)c1ccccc1 (configuration not stated)
→ -1%	1%	6%
> CCN1CCN(C(=O)/C=C/c2ccc(F)cc2)CC1
→ x	27%	8%
> NC(=O)NC(=O)COC(=O)CCSc1ccccc1
→ 1%	24%	13%
> Cc1cc(F)ccc1NC(=O)C(C(C)C)N1Cc2ccccc2C1=O (configuration not stated)
→ x	-13%	14%
> CCOC(=O)C1=C(CN2CCN(c3ccccc3OC)CC2)NC(=O)NC1c1ccccc1 (configuration not stated)
→ x	u	-14%
> COc1ccc(CC(=O)N/N=C/c2cccn2-c2ccc([N+](=O)[O-])cc2)cc1OC
→ 7%	16µM*	-16%
> NC(=O)C1CCN(c2ccc([N+](=O)[O-])cc2Cl)CC1
→ 3%	-10%	-15%
> CN(C)CCCN(Cc1cc2cc3c(cc2[nH]c1=O)OCCO3)C(=O)NC1CCCCC1
→ 5%	u	-16%
> Cn1c(=O)n(Cc2ccco2)c(=N)c2c3c(sc21)CCC3
→ 7%	-22%	1%
> COc1ccc(NC(=O)CN2C(=O)CSc3ccc(S(=O)(=O)N4CCC(C)CC4)cc32)cc1
→ -12%	-27%	-9%
> Cc1ccc(C2(C)NC(=O)N(CC(=O)Nc3ccc(-c4nc5ccc(C)cc5s4)cc3)C2=O)cc1 (configuration not stated)
→ -14%	u	-11%
> Cc1cc(NC(=O)c2ccc(NC(=O)CC(C)C)cc2)no1
→ -12%	-1%	0%
> CC(=O)c1ccccc1NC(=O)CSc1nc2ccccc2c(=O)n1CCCN1CCOCC1
→ x	u	-5%

In the list so far, these have an aryl thioether with sulfur outside any ring.
The line under a structure holds: N370S GC	TDP1 cell CPT	FEN1 inh
> CC(=C/c1ccco1)/C=N/NC(=O)CSc1nnc(SCc2ccc(C)cc2)s1
→ 0%	-2%	-11%
> NC(=O)NC(=O)COC(=O)CCSc1ccccc1
→ 1%	24%	13%
> CC(=O)c1ccccc1NC(=O)CSc1nc2ccccc2c(=O)n1CCCN1CCOCC1
→ x	u	-5%

Following part.
The line under a structure holds: N370S GC	TDP1 cell CPT	FEN1 inh
> COc1ccc(OCC(=O)Nc2ccccc2Cl)cc1
→ 5%	12%	1%
> O=C(Nc1cccnc1)c1cccc(S(=O)(=O)N2CCCC2)c1
→ 5%	u	-2%
> Cc1noc(C)c1S(=O)(=O)N(CC(=O)NCCc1ccc(Cl)cc1)c1ccc(C(C)C)cc1
→ x	u	17%
> CNC(=O)c1c(O)c2cccc3c2n(c1=O)CC3
→ x	u	1%
> c1ccc(-c2cn3ccccc3n2)cc1
→ x	13%	-13%
> CC1=C([N+](=O)[O-])C(c2ccc3c(c2)OCO3)N(C)C(=O)N1C (configuration not stated)
→ -10%	8.2µM*	-8%
> Cc1ccnc(NS(=O)(=O)c2ccc(NC(=O)Cc3ccc(Cl)cc3)cc2)n1
→ 5%	10%	-10%
> O=C(c1ccc2nccnc2c1)N1CCN(c2cccc(C(F)(F)F)c2)CC1
→ x	u	0%
> O=C(Cn1c(=O)n(CCC(=O)N2CCc3ccccc3C2)c(=O)c2ccccc21)NCC1CCCO1 (configuration not stated)
→ 7%	-5%	3%
> O=C(CN1CCN(c2ccccn2)CC1)N1CCc2ccccc21
→ 6%	-20%	-5%
> O=C(CCN1C(=O)S/C(=C\c2ccccc2)C1=O)N1CCOCC1
→ x	u	-2%
> O=C(NC(Cc1c[nH]c2ccccc12)C(=O)O)/C(=C\c1ccccc1)NC(=O)c1ccccc1 (configuration not stated)
→ -7%	-8%	2%
> C/C(=N\Nc1ccc(S(N)(=O)=O)cc1[N+](=O)[O-])c1cccnc1
→ -3%	10%	-1%
> O=C(NCCCN1CCCC1=O)c1ccc(S(=O)(=O)Nc2ccccc2F)cc1
→ 2%	0%	0%
> C[C@H](NC(=O)c1nc[nH]c1C(=O)N[C@@H](Cc1ccccc1)C(=O)OC(C)(C)C)C(=O)OCc1ccccc1
→ 24%	u	-7%
> CCCc1nnc(NC(=O)c2cc(=O)c3ccccc3o2)s1
→ x	-17%	15%
> COc1ccccc1-n1c(SCC(=O)Nc2cc(C)on2)nc2c([nH]c3ccccc32)c1=O
→ u	u	3%
> CC(NC(=O)C(C)N1c2cccc3cccc(c23)S1(=O)=O)c1ccccc1 (configuration not stated)
→ 2%	u	-3%
> COc1ccc2c(c1)c1c(c(=O)n(Cc3ccccc3)c(=O)n1CC(=O)Nc1ccc(C)cc1C)n2C
→ x	3%	0%
> COc1ccc(-c2ccc(-c3noc(-c4ccccc4)n3)c(OC)n2)cc1
→ 6%	u	-1%
> Cc1ccccc1Cn1c(=N)n(CC(=O)c2ccco2)c2ccccc21
→ 4%	23µM*	-4%
> CC[C@@H](C)[C@H](CNC)NC[C@@H](Cc1cccc2ccccc12)NCCc1cccc(C(F)(F)F)c1
→ u	23µM*	-20%
> O=C(/C=C/Nc1ccc(F)c(F)c1)c1ccc(Br)cc1
→ -14%	-4%	-16%
> COCc1cc(=O)[nH]c(Cc2c(Cl)cccc2Cl)n1
→ -7%	-22%	2%
> C/C(=N\NC(=O)c1ccc(NS(=O)(=O)c2cccs2)cc1)c1ccc(C(C)(C)C)cc1
→ -2%	7.3µM*	-19%
> Cc1ccc(CS(=O)Cc2ccc(C(=O)N3CCN(c4ccc(F)cc4)CC3)o2)cc1 (configuration not stated)
→ 0%	u	3%
> CCOC(=O)C1CCN(c2c(N3CCN(c4ccccc4OC)CC3)c(=O)c2=O)CC1
→ 0%	1%	-13%
> O=C(O)CCCCCNc1ncnc2ccc(Br)cc12
→ 2%	u	2%
> CCOc1ccc(C(=O)C(C)OC(=O)C2CCN(c3ccc(C(F)(F)F)cn3)CC2)cc1 (configuration not stated)
→ 3%	16µM*	6%
> CN1/C(=C\C(=O)CSc2nnc(N)s2)C(C)(C)c2ccccc21
→ -29%	u	-9%
> CCOc1c(C)cnc2c1c(=O)n(Cc1cccc(Cl)c1)c(=O)n2C
→ -7%	u	3%
> CC(C)n1c(=O)n(CC(=O)NCC2CCCO2)c(=O)c2c3c(sc21)COC(C)(C)C3 (configuration not stated)
→ 2%	9%	-12%
> Cc1ccc(N(C)C(=O)CN(C)S(=O)(=O)c2ccc3c(c2)n(C)c(=O)c(=O)n3C)cc1
→ 1%	17%	-3%
> CCOC(=O)C(C)Sc1nnc(-c2ccccc2O)n1-c1ccc(C)cc1 (configuration not stated)
→ -3%	-27%	-18%
> COC(=O)CCN(C(=O)c1c(C)oc2ncnc(N3CCOCC3)c12)c1ccccc1
→ x	-1%	2%
> CCCCNC(=O)COC(=O)c1ccc(N(C)C)cc1
→ 1%	-15%	-2%
> CC(C)N=C(NS(=O)(=O)c1ccc(Br)cc1)c1ccc(Cl)cc1
→ -1%	4%	-16%
> O=C(CSc1ccc2nnc(-c3cccnc3)n2n1)Nc1cccc(F)c1
→ -13%	-2%	-9%
> COc1ccccc1CC(=O)Nc1cc(Cl)ccc1O
→ 1%	-17%	2%
> N#Cc1cc2c(nc1SCC(=O)Nc1nccs1)CCCCC2
→ 10%	-28%	-5%
> CC(C)N(C(=O)[C@H]1C[C@H](CC(=O)NCC23CC4CC(CC(C4)C2)C3)C(=O)N2CCc3c([nH]c4cc(CCC(=O)N(C)C)ccc34)[C@]12C)C(C)C
→ x	6.5µM*	1%
> COc1ccc2cc(C(=O)COC(=O)COc3ccc4c(C)cc(=O)oc4c3)ccc2c1
→ 10%	-1%	1%
> O=C(CSc1nnc(CNc2cccc(Cl)c2)o1)OC1CCCCC1
→ -6%	-15%	-23%
> CCOC(=O)c1c(-c2ccc(OC)cc2)csc1/N=C/C1C(=O)CCCC1=O
→ -4%	-22%	-17%
> COc1ccc(CCNC(=O)CSc2nc3[nH]ncc3c(=O)n2-c2ccccc2Br)cc1OC
→ 0%	0%	2%
> CN(C)S(=O)(=O)c1ccc(C(=O)Nc2nnc(SCC(=O)NCC3CCCO3)s2)cc1 (configuration not stated)
→ -3%	-5%	12%
> O=C(CCNC(=O)c1ccc(Cl)cc1)NC1CCCCCC1
→ x	5%	2%

A portion of the library (hit frequency here may not be typical).
